Screening data deposited in PubChem BioAssay by several laboratories.
C-LANA FP: blocks KSHV LANA C-terminal domain binding to DNA; actives 0.078% (n = 340,000); MBP-C-LANA/FAM-LBS DNA binding, fluorescence polarization; inhibition, % at 9 µM; AID 504423;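 active = highest replicate inhibition at or above 60% at 9 µM, even if other replicates fall short; inactive = all replicates below 60% inhibition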;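 note: 0% = neutral control wells and 100% = 4 µM acridine orange control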
Arr AP2 block: inhibitors of human beta-arrestin and AP2 interaction; FITC-arrestin peptide / GST-AP2 beads, flow cytometry; AP2 beta2 appendage carries R879A mutation; inhibition, % at 10 µM; actives 0.31% (n = 340,000); AID 504490;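 active = inhibition above a set limit, near 3 SD of compounds lacking own fluorescence, cut at about 54% in these data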;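 note: plate controls were DMSO wells for no effect and 5 µM unlabelled arrestin peptide for full effect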
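Material – AP2 appendage R879A on GSH beads · Buffer or medium – PBS with 0.05% Tween 20 and 0.1% BSA · Probe or stimulus – fluorescein-tagged arrestin peptide at 50 nM final · Incubation – compound with beads 12 min RT, then probe 1 h RT · Detection – high-throughput flow cytometry of beads, ex 488, em 535 nm · Evaluation – percent response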
OPRM1-OPRD1 ag: agonists of human mu-delta opioid receptor heterodimerization. P35372+P41143. cells, OPRM1-OPRD1 heterodimerization, luminescence. activation, % at 9.3 µM. actives 0.3% (n = 340,000). AID 504326; in the data active = activation above about 18%;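 note: 0% = vehicle-treated cells and 100% = reference agonist; values of inactives mirror those of a sister screen read the other way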
Target sequence (P35372 whole entry, looked up): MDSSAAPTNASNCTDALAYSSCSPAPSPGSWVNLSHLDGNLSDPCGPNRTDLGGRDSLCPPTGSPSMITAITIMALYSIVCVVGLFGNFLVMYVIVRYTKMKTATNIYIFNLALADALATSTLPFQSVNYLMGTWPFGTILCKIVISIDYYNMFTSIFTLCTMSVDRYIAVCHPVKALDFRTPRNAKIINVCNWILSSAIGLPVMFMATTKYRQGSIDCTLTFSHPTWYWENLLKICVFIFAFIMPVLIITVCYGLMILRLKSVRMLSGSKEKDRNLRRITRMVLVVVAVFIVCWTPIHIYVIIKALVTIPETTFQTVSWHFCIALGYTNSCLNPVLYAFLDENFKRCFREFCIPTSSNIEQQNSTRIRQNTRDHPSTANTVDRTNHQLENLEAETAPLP
Target sequence (P41143 whole entry, looked up): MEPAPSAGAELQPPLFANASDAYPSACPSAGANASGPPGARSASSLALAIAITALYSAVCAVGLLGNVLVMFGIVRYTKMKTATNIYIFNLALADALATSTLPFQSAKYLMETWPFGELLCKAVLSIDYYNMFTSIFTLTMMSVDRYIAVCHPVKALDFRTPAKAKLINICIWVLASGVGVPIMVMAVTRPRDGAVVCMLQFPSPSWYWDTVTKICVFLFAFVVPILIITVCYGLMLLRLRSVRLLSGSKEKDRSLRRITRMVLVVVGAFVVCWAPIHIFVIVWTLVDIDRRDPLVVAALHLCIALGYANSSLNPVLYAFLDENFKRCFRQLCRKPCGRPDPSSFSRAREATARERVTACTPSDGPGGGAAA
V-ATPase pH: alters yeast V-ATPase proton transport; response, % at 10 µM; S. cerevisiae, pHLuorin cytosolic pH fluorescence; AID 504577; actives 0.37% (n = 350,000); in the data active = response mostly above about 7.3%, no sharp cut-off; inactive = mostly below about 5.4%; note: actives read high; inactives centre near 0; some compounds called inactive have numbers as strong as hits; reference of the scale not given here
DSG3 Ab inh: inhibitors of pemphigus antibody binding to human desmoglein-3; P32926; DSG3-coupled beads, scFv-anti-DSG3-GFP binding, flow cytometry; stronger effect = lower value; binding (percent of control), % at 10 µM; actives 0.48% (n = 310,000);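 active = binding more than 3 SD below its plate's average and above zero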;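 note: hits lower antibody fragment binding to DSG3; some compounds called inactive have numbers as strong as hits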
Wnt act: Wnt/beta-catenin pathway activation. Wnt/beta-catenin reporter cell assay, activator, plate reader. activation, % at 9.35 µM. actives 1.2% (n = 300,000). AID 743398; in the data active = activation above about 30%, passing the limit was not always enough;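 note: 0% = neutral control wells and 100% = positive control wells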
RTF Ca sens inh: cardiac RTF calcium desensitization. P19429+P45379. IANBD-labeled cardiac RTF, Ca2+ fluorescence. inhibition, % at 7.15 µM. actives 0.12% (n = 340,000). AID 493244;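 active = inhibition above the mean inhibition of all tested compounds plus 3 SD, cut at about 17% in these data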;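 note: assay run at fixed EC70 calcium of 1.6 mM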
MOR-DOR inv ag: inverse agonists of human mu-delta opioid receptor heterodimerization | AID 504357 | inhibition, % at 9.3 µM | P35372+P41143 | cell-based MOR-DOR heterodimer luminescence, inverse agonism | actives 0.21% (n = 340,000); in the data active = inhibition above about 22%, passing the limit was not always enough;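 note: 0% = cells with DMSO and 100% = wells without cells with DMSO; values of inactives mirror those of a sister screen read the other way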
cardiac RTF act: cardiac RTF calcium sensitization; IANBD-labeled TnC RTF fluorescence at EC20 calcium; 0% EC20 calcium, 100% full calcium; P19429+P45379; activation, % at 7.2 µM; actives 0.24% (n = 340,000); AID 493008;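 active = activation above the mean over all tested compounds plus 3 SD, cut at about 30% in these data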;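 note: rise in fluorescence read as greater calcium sensitivity of cardiac thin filaments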
Keap1-Nrf2 PPI: Keap1-Nrf2 (human) interaction inhibition. Q14145. Keap1 Kelch-Nrf2 peptide fluorescence polarization, 1536-well. AID 504523. actives 0.15% (n = 340,000). inhibition, % at 9.4 µM; in the data active = inhibition above about 12%;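 note: human Keap1 Kelch domain with fluorescein labeled Nrf2 9mer peptide probe; 0% = neutral control wells and 100% = peptide positive control; higher means more block of Keap1 binding to Nrf2 peptide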
Starred values were filed as active, the others as inactive; x = not tested or not shown.

Order of results – C-LANA FP	Arr AP2 block	OPRM1-OPRD1 ag	V-ATPase pH	DSG3 Ab inh	Wnt act	RTF Ca sens inh	MOR-DOR inv ag	cardiac RTF act	Keap1-Nrf2 PPI
CN(C)c1nc(N)nc(N(c2ccccc2)c2ccccc2)n1
    0.4	17.5	-1.0	1.6	91.8	-1.5	-3.3	5.7	-0.5	1.2
O=C(CNC(=O)C1CCCCC1)NNC(=O)c1ccccc1Br
    -0.6	18.5	-3.2	0.3	x	-0.3	7.4	17.0	-2.0	3.0
CC(C)CCC(C)NC(=O)Cc1ccc(S(=O)(=O)N2CCOCC2)s1 (centres undefined)
    -0.7	-4.9	-4.0	3.0	98.9	12.6	-1.6	20.3	-1.2	3.4
CCC1CCCCN1C(=S)NC1CCCCC1 (centres undefined)
    0.0	0.9	-1.1	-0.1	x	-2.6	-9.8	5.5	1.0	1.1
O=C(OCC(=O)c1c[nH]c2ccccc12)c1cccc([N+](=O)[O-])c1
    -0.2	7.9	2.6	3.2	105.6	4.3	-9.2	-13.6	2.3	-4.0
Cc1cc(NC(=O)Nc2ccccc2[N+](=O)[O-])no1
    1.4	5.0	-0.6	-0.2	105.9	1.3	-8.4	3.0	5.2	-3.9
Cc1nc(N/C(N)=N/S(=O)(=O)c2ccc([N+](=O)[O-])cc2)nc2ccccc12
    -0.2	15.0	-1.2	-5.6	82.2	5.2	-3.6	6.3	-3.1	-0.3
CCCCOc1ccc(C(=O)NCC(=O)N2CCN(C(=O)c3ccco3)CC2)cc1
    -1.2	3.5	-4.3	2.7	100.5	1.7	10.3	20.8	1.3	-0.7
O=C(NCCN1CCOCC1)c1ccc2c(c1)N(Cc1ccc(Cl)cc1)CCS2
    0.4	-2.5	-2.1	-1.7	91.1	-1.7	7.5	10.7	2.3	-6.5
O=C(Cc1ccc(Cl)cc1)OCC(=O)N1CCCCCC1
    -0.4	-12.4	-2.3	-1.2	90.6	-2.8	-2.4	11.6	2.9	-5.4
N/C(CC(=O)Nc1ccc(F)cc1F)=N\OC(=O)c1cccs1
    0.1	-1.5	3.3	-5.9	115.9	-0.7	5.2	-17.6	12.2	-1.5
O=C(c1ccccc1)C1CC=CCC1C(=O)c1ccccc1 (centres undefined)
    0.9	9.1	1.4	-3.3	97.7	-2.2	-0.7	-7.0	-8.8	1.1
CCOc1cccc(OCCn2cnc3ccccc3c2=O)c1
    1.4	8.7	-2.8	-9.8	85.7	-1.2	-7.7	14.4	-5.7	-5.8
COc1ccccc1N1CCN(C(=O)C(C)N(c2ccccc2)S(C)(=O)=O)CC1 (centres undefined)
    -0.8	3.1	-0.5	-2.6	103.2	-5.1	-10.4	2.2	1.9	-3.1
O=C(NCc1cccc(Cl)c1)c1ccc(CS(=O)Cc2ccccc2Cl)o1 (centres undefined)
    -0.1	6.5	-0.2	-2.7	x	0.5	-4.7	1.1	-3.1	2.5
COc1ccc(C2=CSC3=NCCN23)cc1Br
    x	0.0	x	7.2	103.3	-3.9	x	x	x	x
CN1C(=O)C(CC(=O)Nc2ccccc2F)N(NC(=O)c2ccc(Br)cc2)C1=S (centres undefined)
    -0.1	3.2	0.8	-4.5	117.8	-1.2	-7.5	-4.1	-3.5	-5.5
COc1ccc(-c2cc(C(F)(F)F)n3nc(C(=O)NCCN4CCOCC4)cc3n2)cc1
    1.8	16.6	-0.3	1.1	96.1	-1.0	-11.3	1.6	4.7	-0.5
COC(=O)c1ccc(N2CCCCC2)c(N)c1
    -0.7	-1.6	-2.0	2.2	112.0	16.0	-3.6	9.6	5.8	-5.0
COc1ccc(/C(C)=N\NC(=O)CSc2nnc(C)s2)cc1
    1.6	35.7	-1.4	-2.0	106.6	-6.6	9.8	7.2	3.5	-2.2
Cc1cnccc1CNC(=O)C1CCC(=O)N(Cc2ccc(Cl)cc2)C1 (centres undefined)
    1.5	-5.4	-1.9	-3.4	97.2	-1.1	-5.2	10.1	-4.8	-3.1
COc1ccccc1OCC(=O)NNC(=O)c1cnccn1
    -2.1	3.0	-1.1	-1.9	95.5	16.1	-1.7	6.0	-4.5	1.1
COc1ccc(S(=O)(=O)NCCSCc2ccccc2C)cc1Br
    1.2	28.1	1.3	-2.8	98.0	-4.4	-3.5	-6.3	-0.2	0.0
CSCC[C@H](NC(=O)OC(C)(C)C)c1nnc(SCC=C(C)C)o1
    2.1	-2.0	-0.4	-2.4	92.9	-1.9	0.3	2.2	0.1	2.9
COc1ccccc1-n1c(C)cc(/C=C2/C(=N)N3C(=NC2=O)SN=C3S(C)(=O)=O)c1C
    0.4	-0.3	-0.1	-2.0	86.5	4.8	-6.2	0.7	7.1	-0.6
CC(=O)Nc1ccc(S(=O)(=O)N[C@@H](C)C(=O)N2CCN(C/C=C/c3ccccc3)CC2)cc1
    -1.5	-0.7	1.6	6.8	x	x	-5.5	-6.0	-2.0	6.6
O=C(Nc1cccc(-c2cccc(F)c2)c1)C1CCN(Cc2ccc(CO)o2)CC1
    -2.9	32.4	2.8	10.6	108.3	0.5	-6.3	-14.7	-4.6	-2.7
COc1ccc(OC)c(-n2c(-c3cc(-c4ccco4)[nH]n3)n[nH]c2=S)c1
    3.4	-11.3	0.9	1.4	101.5	-0.8	-8.7	-4.2	2.5	-3.5
CCOC(=O)NC(=O)c1cn(C(CC)CO)c(=O)[nH]c1=O (centres undefined)
    0.3	5.8	-2.7	-0.8	80.1	x	7.4	13.3	11.7	-1.6
COc1ccc2c(c1)c1ncn(Cc3ccccn3)c(=O)c1n2C
    -2.0	-5.3	-1.5	-0.6	111.7	-2.0	0.3	7.5	-0.7	-5.8
COc1cc(CN(C(=O)c2ccco2)C2CCS(=O)(=O)C2)cc(OC)c1OC (centres undefined)
    -0.3	9.5	-2.3	2.3	101.9	-1.1	-6.3	11.8	-0.5	-1.2
COC(=O)c1ccc(N=NN2CCOCC2)cc1
    0.2	-7.5	0.8	5.2	101.8	26.7	-8.0	-4.5	-0.8	-1.2
CCOCCCNC(=O)c1ccc(CS(=O)(=O)Cc2ccccc2F)o1
    1.4	6.7	-0.4	-4.1	107.0	x	-2.9	2.0	11.8	-1.2
COc1cc2c(cc1OC)C(c1cccs1)N(C(=O)c1cccc(S(=O)(=O)N(C)C)c1)CC2 (centres undefined)
    -2.6	22.9	0.2	2.1	102.1	-2.0	-0.8	-1.1	-0.7	-6.1
Cc1cc(Nc2ccc(F)cc2)nc(N)n1
    -2.2	3.4	-2.5	-1.4	96.4	x	0.3	12.0	-4.4	-4.7
CC(=O)NCCC(=O)Nc1cc(S(=O)(=O)N2CCOCC2)ccc1Oc1ccc(F)cc1
    1.0	-8.1	-1.1	-1.5	98.4	-0.8	-7.9	5.7	-1.1	0.1
CC1CCN(c2nc3ccc(C(=O)NCCCN4CCCCC4)cc3s2)CC1
    1.7	-4.7	-2.4	-1.1	99.1	4.6	-10.6	13.1	2.5	2.1
CN(CC(=O)Nc1c(Cl)cccc1Cl)C(=O)c1ccc(NS(=O)(=O)c2ccc3[nH]c(=O)[nH]c3c2)cc1
    3.0	5.9	-1.8	-3.3	96.5	-1.4	-2.4	7.1	7.2	2.2
CC(O)CN1C(=O)C(CC(=O)Nc2ccc(Cl)cc2)SC1=Nc1ccccc1 (centres undefined)
    0.2	2.4	3.0	0.9	112.8	-1.3	-7.9	-12.9	-0.8	-5.3
COc1ccc(CN2CC(C(=O)NCCc3ccc(Cl)cc3)CC2=O)cc1 (centres undefined)
    -0.1	18.9	-3.5	-3.2	96.1	0.1	7.3	18.7	0.1	0.2
COc1ccc(NC(=O)c2ccc(N3CCOCC3)nc2)cc1
    1.7	9.7	-2.8	-1.6	120.1	2.3	0.2	15.8	-2.5	3.0

Seven of the compounds above, tab-delimited.
mol	C-LANA FP	Arr AP2 block	OPRM1-OPRD1 ag	V-ATPase pH	DSG3 Ab inh	Wnt act	RTF Ca sens inh	MOR-DOR inv ag	cardiac RTF act	Keap1-Nrf2 PPI
COc1cc(CN(C(=O)c2ccco2)C2CCS(=O)(=O)C2)cc(OC)c1OC (centres undefined)	-0.3	9.5	-2.3	2.3	101.9	-1.1	-6.3	11.8	-0.5	-1.2
COC(=O)c1ccc(N=NN2CCOCC2)cc1	0.2	-7.5	0.8	5.2	101.8	26.7	-8.0	-4.5	-0.8	-1.2
CCOCCCNC(=O)c1ccc(CS(=O)(=O)Cc2ccccc2F)o1	1.4	6.7	-0.4	-4.1	107.0	x	-2.9	2.0	11.8	-1.2
COc1cc2c(cc1OC)C(c1cccs1)N(C(=O)c1cccc(S(=O)(=O)N(C)C)c1)CC2 (centres undefined)	-2.6	22.9	0.2	2.1	102.1	-2.0	-0.8	-1.1	-0.7	-6.1
Cc1cc(Nc2ccc(F)cc2)nc(N)n1	-2.2	3.4	-2.5	-1.4	96.4	x	0.3	12.0	-4.4	-4.7
CC(=O)NCCC(=O)Nc1cc(S(=O)(=O)N2CCOCC2)ccc1Oc1ccc(F)cc1	1.0	-8.1	-1.1	-1.5	98.4	-0.8	-7.9	5.7	-1.1	0.1
CC1CCN(c2nc3ccc(C(=O)NCCCN4CCCCC4)cc3s2)CC1	1.7	-4.7	-2.4	-1.1	99.1	4.6	-10.6	13.1	2.5	2.1
